Bioassay records: PubChem BioAssay, National Center for Advancing Translational Sciences (NCATS)
MCF10A rereplic – A quantitative high throughput screen for small molecules that induce DNA re-replication in MCF 10a normal breast cells; Potency, µM (series often up to 46.1 µM), without a hit: at the highest dose activity, positive = re-replication, actives largely listed as activators; AID 624296, 2012; hit rate 2.9% among 350,000; MCF 10A DNA re-replication, Hoechst nuclear intensity, 48 h; also: potency is read from the fitted curve at half-maximal effect; % of control where 0% means no effect; nearly all actives have a fitted effect of over 50% in size
HT1080-NT tox – qHTS for induction of synthetic lethality in tumor cells producing 2HG: qHTS for the HT-1080-NT fibrosarcoma cell line; HT-1080-NT fibrosarcoma viability, CellTiter-Glo ATP luminescence, 48 h; Potency, µM (doses to about 46.1 µM), for inactives: top-dose activity, negative = less viability, usual class: cytotoxic; hit rate 1.6% among 360,000; AID 686970, 2013;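 also: NT is the 2HG producing partner of a matched IDH1 knockdown line; potency is read from the fitted curve at half-maximal effect; 0% = DMSO-treated cells and -100% = media-only wells without cells; nearly all actives have a fitted effect of over 55% in size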
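Luminescent CellTiter-Glo readout after 48 hours of compound exposure at 37 degrees C defined viability of HT-1080-NT cells. Activity was normalized to DMSO wells and cell-free media wells; concentration-response curves were fitted and assigned curve classes.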
SW480 rerep – A quantitative high throughput screen for small molecules that induce DNA re-replication in SW480 colon adenocarcinoma cells; SW480 DNA re-replication, Hoechst DNA content imaging, 48 h; Potency, µM (series often up to 46.1 µM), inactives show top-dose re-replication activation, hits mostly activators; hit rate 1.8% among 340,000; AID 624297, 2012; also: potency is read from the fitted curve at half-maximal effect; % of control where 0% means no effect; nearly all actives have a fitted effect of over 55% in size
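Hoechst fluorescence of nuclei (405 nm excitation, 500-530 nm emission) measured by plate-scanning imager after 48 hr compound exposure at 37 C; re-replication scored as increased number of nuclei with elevated intensity.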
HT1080 IDH1KD tx – qHTS for induction of synthetic lethality in tumor cells producing 2HG: qHTS for the HT-1080-IDH1KD cell line; HT-1080 IDH1 knockdown viability, ATP luminescence, 48 h; Potency, µM (highest dose often 46.1 µM), for inactives: at the top dose activity, negative = toxicity, hits mostly cytotoxic; hit rate 2% among 360,000; AID 686971, 2013;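 also: potency is read from the fitted curve at half-maximal effect; 0% = DMSO wells and -100% = cell-free medium wells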
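Viability of IDH1-knockdown HT-1080 fibrosarcoma cells was assessed by CellTiter-Glo after 48 h at 37 °C with titrated compound; concentration-effect curves were classified by fit quality and response size.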
HepG2 viability – qHTS for Inhibitors of TGF-b: Cytotox Counterscreen | hit rate 0.76% among 410,000 | Potency, µM (series often up to 46.1 µM), for the others: at the top dose activity change, negative = cytotoxicity, usual class: cytotoxic | HepG2 CAGA-GFP viability, ATP luminescence, 18 h; also: potency is read from the fitted curve at half-maximal effect; some results filed as inactive show a strong effect at the top dose
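CellTiter-Glo luminescence gave cytotoxicity after 18 hours at 37 degrees C. The cells were HepG2 CAGA-GFP in 1% FBS DMEM, stimulated with 500 pg/mL TGF-beta after compound addition. %Activity was normalised to no-cell wells (complete cell-killing) and DMSO (no toxicity), and curves were fitted and classified.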
IL1B secr inh – qHTS for Inhibitors of Inflammasome Signaling: IL-1-beta AlphaLISA Primary Screen | THP-1 LPS/ATP IL-1B secretion, AlphaLISA, 16 h; hits give low values | activity change, % at 57.5 µM | hit rate 4.7% among 360,000; in the data active = activity change below about -50%; inconclusive = mostly about -30% to -49%; also: % is scaled to controls: 0 for no effect and ±100 for the full control effect
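Secreted IL-1B measured by AlphaLISA bead assay after 16 h compound exposure of THP-1 cells; compounds (final up to 57.5 uM) added 1 h before LPS (250 ng/mL) and ATP (1.25 mM) stimulation; lower signal means less secretion.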
KB-3-1 cytotox – qHTS assay for MDR1-selective chemotherapeutics: Primary screen using the parental adenocarcinoma cell KB-3-1; KB-3-1 viability, CellTiter-Glo ATP luminescence, 72 h; Potency, µM (top dose mostly 46.1 µM), for inactives: at the highest dose activity change, negative = cytotoxic, actives largely listed as cytotoxic; hit rate 1.4% among 400,000; AID 1347075, 2019; also: potency is read from the fitted curve at half-maximal effect; % is scaled to controls: 0 for no effect and ±100 for the full control effect; nearly all actives have a fitted effect of over 60% in size
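Multi-concentration cytotoxicity screen in KB-3-1 cells grown in DMEM lacking phenol red with 10% FBS. After 72 h at 37 °C with compound, ATP-dependent luminescence was recorded.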
S2 tox – Viability Counterscreen for Primary qHTS for Inhibitors of ATXN expression | Potency, µM (highest dose often 56.7 µM), most hits filed as cytotoxic | hit rate 0.49% among 400,000 | S2 cells (HEK-293 line with an ATXN2-luciferase reporter) viability, CellTiter-Fluor protease fluorescence, 24 h; also: potency is read from the fitted curve at half-maximal effect; nearly all actives have a fitted effect of over 40% in size
ATXN2 expr inh – Primary qHTS for Inhibitors of ATXN expression. AID 1745845, 2022. HEK-293 ATXN2-luciferase reporter, luminescence, 24 h. Potency, µM (doses to about 57 µM), inactives show at the top dose activity change, negative = inhibition, hits mostly inhibitors. hit rate 0.72% among 360,000; also: potency is read from the fitted curve at half-maximal effect; % is scaled to controls: 0 for no effect and ±100 for the full control effect; nearly all actives have a fitted effect of over 55% in size
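ATXN2-luciferase reporter cells (luciferase flanked by upstream and downstream ATXN2 gene portions) were treated 24 h at 37 °C with compounds at up to 57 uM. SteadyGlo luminescence gave expression; GF-AFC fluorescence gave viability.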
* hit, by the source's call; i = inactive; ? = inconclusive; . = no result given; [ ] = dose if it differs, or a comment. Unless noted, calls follow the shape of the dose curve; as a rule, active = well fitted curve in the direction sought with a large enough effect; inconclusive = small, poorly fitted or top-dose-only effect, or another doubt; inactive = no such curve, though single readings can be large; an effect the other way counts as inactive or inconclusive. Compounds were not picked by outcome; about 8.9% have a hit in one of these screens.

SMILES | MCF10A rereplic | HT1080-NT tox | SW480 rerep | HT1080 IDH1KD tx | HepG2 viability | IL1B secr inh | KB-3-1 cytotox | S2 tox | ATXN2 expr inh
CCC(C)c1ccc(O)c(/C=N/O)c1 (configuration not stated) | ? | -8% | ? | 14% | -23% | -1 | -12% | i | 28%
O=c1[nH]c2ccc(S(=O)(=O)N3CCN(c4ccc(F)cc4)CC3)cc2o1 | -2% | 5% | 3% | 2% | -3% | 30 | 11% | i | -6%
COc1ccc(NC(=O)COC(=O)CCCN2C(=O)c3ccccc3C2=O)cc1Cl | -1% | 0% | -3% | 15% | 8% | 10 | 4% | i | 13%
COC(=O)c1cc(Br)c(=O)n(Cc2cccnc2)c1 | -3% | -4% | -3% | -2% | 3% | -3 | -2% | i | -3%
O=S1(=O)CCC(N=Cc2cc(Br)ccc2O)C1 (configuration not stated) | 2% | -5% | -2% | 1% | -22% | 4 | 21% | i | -2%
Cc1c(-c2ccccc2)nc2ccccc2c1C(=O)NCc1cccs1 | ? | -5% | 21% | -4% | 0% | -6 | 1% | i | -7%
O=C(COc1ccc(S(=O)(=O)N2CCCC2)cc1[N+](=O)[O-])N1CCCCC1 | . | 3% | . | 3% | -3% | 11 | -2% | i | .
Cc1[nH][nH]c(=O)c1C(c1cc2c(cc1Br)OCO2)c1c(C)[nH][nH]c1=O | 0% | -3% | 1% | 0% | -3% | ? | 4% | ? | -15%
Cc1ccc(N2CCN(c3ncccc3[N+](=O)[O-])CC2)c(C)c1 | 19% | -5% | 2% | -15% | -37% | -50* | -23% | i | -4%
Clc1c(OCCCn2ccnc2)ccc2ccccc12 | 20% | -24% | -10% | ? | -31% | -77* | -26% | i | -25%
COc1ccc(S(=O)(=O)N(C)C)cc1NC(=O)Cc1cccs1 | 0% | 1% | -13% | 1% | 0% | -4 | 3% | i | 13%
O=C(NC(Cc1ccccc1)C(=O)O)/C(=C/c1ccc([N+](=O)[O-])cc1)NC(=O)c1ccc(Br)o1 (configuration not stated) | 0% | 10% | -7% | 17% | -1% | -6 | 6% | i | -7%
COc1ccccc1C(=O)OCCc1ccccc1 | -7% | 20% | -2% | 25% | -4% | -8 | ? | i | 41%[activator]
O=C(c1ccc(Br)cc1)c1cc([N+](=O)[O-])ccc1N1CCCCC1 | ? | 1.8µM* | ? | 2.1µM* | -26% | 1 | 1µM* | ? | -24%
CCc1ccc(C2c3c(n[nH]c3C)C(=O)N2c2ccc(C)cc2)cc1 (configuration not stated) | . | . | . | . | -64% | . | 2% | ? | 10%
O=C(CCCNC(=O)c1ccc(Cl)cc1)OCc1cccc(Br)c1 | ? | -1% | -94%[inhibitor] | -2% | 8% | 13 | -1% | i | 1%
OCCNc1cc(Cl)ncn1 | -7% | 19% | -13% | 10% | -13% | 10 | -1% | i | -30%
CCCCC[C@H](C)N1C[C@H](COCc2ccccc2)Oc2cc(N3CC[C@@H](O)C3)ccc2S1(=O)=O | . | ? | . | ? | . | -12 | 5% | ? | -24%
O=C(NCCN1CCN(C(=O)c2ccc([N+](=O)[O-])cc2)CC1)C(=O)Nc1ccc(F)cc1 | ? | -11% | 3% | 1% | -6% | -1 | . | i | 4%
COc1ccccc1N1CCN(C(=O)c2cc3ccc4ccc(C)[nH]c4c3n2)CC1 | . | . | . | . | -41% | . | 1% | i | ?
COc1cc2ccc3c(CCN(C)C)cc(OC)c(OC)c3c2cc1OC | 9% | -16% | 1% | -5% | -22% | ? | -4% | i | .
CCOC(=O)CCC(NC(=O)c1ccc(Nc2nc3ccccc3nc2C(=O)OCC)cc1)C(=O)OCC (configuration not stated) | 15% | 8% | 7% | 9% | 15% | -4 | -27% | 30µM* | 27µM*
CCOc1ccc(NC(=O)NCCCN2CCN(c3ccc(OC)cc3)CC2)cc1 | . | . | . | . | 6% | . | 0% | i | -7%
O=C(COC(=O)c1ccccc1O)NC(=O)c1ccc(OC(F)F)cc1 | -6% | 2% | -24% | 9% | -3% | 1 | 1% | i | 2%
COc1cc(/C(C)=N/NC(=O)c2cccc(S(=O)(=O)N3CCCC3)c2)cc(OC)c1OC | -2% | 0% | 3% | 7% | 2% | -11 | -2% | i | 1%
CCC(C)(C)NC(=O)C1CCN(S(=O)(=O)c2c(C)noc2/C=C/c2ccc(C)cc2)CC1 | . | . | . | . | -14% | . | 11% | i | -1%
Cc1cc(C(=O)NNC(=O)/C=C/c2ccccc2Cl)c(C)o1 | -34%[inhibitor] | 4% | -13% | 5% | -1% | -3 | 24% | i | 3%
CSc1ccc(S(=O)(=O)NCc2ccc(Cl)cc2Cl)cc1 | -1% | ? | -13% | -7% | -22% | -2 | 4% | i | -6%
CC(=O)NC1C(OCc2ccccc2)OC2COC(c3ccccc3)OC2C1OCC(=O)O (configuration not stated) | 0% | 26% | -15% | ? | 22% | 9 | -5% | i | -7%[11.3 µM]
COc1cc2c(=O)n(CC3CCCO3)c(=O)n(CC(=O)Nc3ccc(F)cc3F)c2cc1OC (configuration not stated) | 21% | 0% | 5% | -2% | -7% | -20 | 10% | i | -1%
CC(C)COc1ccc(-c2nn(-c3ccccc3)cc2/C=C2/SC(=S)N(CC(=O)O)C2=O)cc1 | -1% | 3% | -12% | 1% | 8% | -8 | -2% | ? | .
CC(=O)c1c(C)[nH]c(C(=O)OCc2nnc(-c3ccccc3)o2)c1C | -19% | -2% | -1% | -16% | -7% | 25 | ? | i | 6%
Cc1cccc(NC(=O)C(NS(=O)(=O)c2cccc3nsnc23)c2ccccc2)c1C (configuration not stated) | . | . | . | . | 2% | . | 1% | i | 12%
COc1cc(N2C(=O)CSC23C(=O)Nc2ccccc23)cc(OC)c1OC (configuration not stated) | 15% | -2% | -1% | 0% | -6% | 48 | 8% | i | 2%
O=C(CSc1nc2ccccc2o1)Nc1nc2ccc(Br)cc2s1 | 23% | -6% | -1% | -2% | 1% | 19 | -5% | i | 10%
NN(Cc1ccccc1)C(=S)Nc1ccc(Cl)c(Cl)c1 | 1% | -10% | 4% | -12% | -13% | -56* | -6% | i | -3%
COc1cc(OC)cc(-c2nnc(SCc3cccnc3)o2)c1 | -6% | 11% | -8% | 18% | -56% | -9 | 16% | i | 11%
Cc1cccc(C)c1NC(=O)CNCC(=O)N(C)C | -1% | 6% | 1% | -1% | 5% | 12 | 1% | i | -19%
CCOC(=O)C1=CN(C)C=C(C(=O)OCC)C1c1ccsc1 | ? | 9% | ? | 4% | -26% | 14 | -16% | . | .
